GPT2 inhibitor: blocks human glutamate pyruvate transaminase 2 | Recombinant GPT2, coupled pyruvate oxidase/HRP Amplex Red fluorescence | 100,000 compounds, 0.25% hits | AID 1671188 | Potency, µM (top dose mostly 57.7 µM), for inactives: at the top dose activity change, negative = inhibition, most hits filed as inhibitors | Q8TD30; also: potency is read from the fitted curve at half-maximal effect; nearly all actives have a fitted effect of over 60% in size; many of its hits are not listed in these tables
Target sequence (Q8TD30 whole entry, looked up): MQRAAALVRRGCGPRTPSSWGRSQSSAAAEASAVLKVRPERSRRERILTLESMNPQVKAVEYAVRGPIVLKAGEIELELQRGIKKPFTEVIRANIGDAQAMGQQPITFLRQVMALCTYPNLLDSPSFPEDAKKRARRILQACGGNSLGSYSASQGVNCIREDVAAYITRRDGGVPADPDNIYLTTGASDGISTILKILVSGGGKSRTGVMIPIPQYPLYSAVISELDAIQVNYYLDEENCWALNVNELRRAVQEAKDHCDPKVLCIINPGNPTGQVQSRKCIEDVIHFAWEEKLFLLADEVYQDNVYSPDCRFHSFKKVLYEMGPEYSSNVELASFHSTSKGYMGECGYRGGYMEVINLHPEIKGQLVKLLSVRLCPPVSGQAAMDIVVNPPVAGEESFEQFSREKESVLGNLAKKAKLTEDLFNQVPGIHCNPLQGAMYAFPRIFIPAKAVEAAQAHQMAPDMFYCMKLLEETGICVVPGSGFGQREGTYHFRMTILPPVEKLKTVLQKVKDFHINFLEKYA
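Inhibition is scored from Amplex Red fluorescence generated when pyruvate oxidase and HRP act on pyruvate released by GPT2. Reactions contain 10ng/uL enzyme, 250uM a-KG and 2mM L-alanine and run 30 min at room temperature.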
IP6K1 inhibitor: inhibitors of human IP6K1; Q92551; IP6K1 kinase, ADP-Glo luminescence, 2 h; active compounds read low; activity change, % (series mostly up to about 58 µM); 140,000 compounds, 0.81% hits; AID 1645851; in the data active = activity change below about -25%
Target sequence (Q92551 whole entry, looked up): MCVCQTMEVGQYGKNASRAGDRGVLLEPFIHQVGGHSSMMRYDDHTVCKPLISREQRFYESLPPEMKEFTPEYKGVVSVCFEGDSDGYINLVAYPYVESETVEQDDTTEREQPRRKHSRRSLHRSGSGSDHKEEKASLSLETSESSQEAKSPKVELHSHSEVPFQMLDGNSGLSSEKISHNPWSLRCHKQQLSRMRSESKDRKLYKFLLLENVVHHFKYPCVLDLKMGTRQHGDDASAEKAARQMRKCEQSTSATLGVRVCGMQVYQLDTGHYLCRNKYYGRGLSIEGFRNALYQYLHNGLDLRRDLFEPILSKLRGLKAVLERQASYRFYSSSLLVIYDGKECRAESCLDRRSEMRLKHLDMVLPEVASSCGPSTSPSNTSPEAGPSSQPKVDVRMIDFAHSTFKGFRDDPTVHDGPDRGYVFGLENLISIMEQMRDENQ
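ADP-Glo luminescence measures ADP made by human IP6K1 during a 2 h RT reaction with ATP/IP6 (mix at 1.3 mM/130 uM); top library doses 57.5 and 19.1 uM final.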
FLuc inh: Photinus pyralis luciferase inhibition | 76,000 compounds, 2.5% hits | AID 1347043 | purified P. pyralis luciferase, luminescence, biochemical | Potency, µM (doses to about 115 µM), for inactives: top-dose activity change, negative = inhibition, hits mostly inhibitors | P08659; also: potency is read from the fitted curve at half-maximal effect; nearly all actives have a fitted effect of over 65% in size
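Luminescence read by CCD imaging after purified firefly luciferase (10nM final) was added to substrate buffer holding 10uM D-luciferin and 10uM ATP, pH 7.5, pre-dosed with compound.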
SNCA expr inh: inhibitors of alpha-synuclein (SNCA) gene expression | AID 1671194 | 140,000 compounds, 0.17% hits | HEK-293 SNCA-luciferase knock-in, luminescence, 24 h | Potency, µM (top dose mostly 57.2 µM), for inactives: at the highest dose activity change, negative = inhibition, actives largely listed as inhibitors;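 also: potency is read from the fitted curve at half-maximal effect; plate controls were DMSO cells for no effect and cell-free wells for full effect; nearly all actives have a fitted effect of over 45% in size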
SNCA viab count: counter-screen for SNCA expression inhibitors: cell viability; HEK-293-SNCA-luc viability, GF-AFC fluorescence, 24 h; Potency, µM (titrated, usually from 57.1 µM), for the others: top-dose activity change, negative = cytotoxicity, actives largely listed as cytotoxic; 150,000 compounds, 0.12% hits;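 also: potency is read from the fitted curve at half-maximal effect; 0% = DMSO-treated cells and -100% = medium-only wells without cells; nearly all actives have a fitted effect of over 30% in size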
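Cytotoxicity counterscreen: after 24 h compound treatment of genome-edited SNCA-luciferase HEK-293 cells, live-cell protease substrate GF-AFC read by fluorescence after 30 min; activity scaled between DMSO (0%) and medium-only (-100%), curves Hill-fitted.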
NIH3T3 tox: NIH 3T3 cell cytotoxicity; NIH 3T3 viability, CellTiter-Glo ATP luminescence, 48-72 h; Potency, µM (highest dose often 96.7 µM), for the others: at the highest dose activity change, negative = cytotoxicity, most hits filed as inhibitors; 94,000 compounds, 4.3% hits; AID 1345082; also: potency is read from the fitted curve at half-maximal effect; nearly all actives have a fitted effect of over 55% in size
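Cells were seeded at 400 per well, treated with pin-transferred compound, and kept 48 or 72 hr at 37 °C before CellTiter-Glo addition and luminescence imaging of cellular ATP.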
HEK cytotox: cytotoxic compounds in HEK 293 cells. HEK 293 viability, ATP luminescence (CellTiter-Glo), 48-72 h. Potency, µM (series often up to 115 µM), without a hit: top-dose activity change, negative = cytotoxicity, actives largely listed as inhibitors. 94,000 compounds, 6.6% hits. AID 1345083; also: potency is read from the fitted curve at half-maximal effect; nearly all actives have a fitted effect of over 60% in size
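ATP-coupled CellTiter-Glo luminescence served as viability read-out, recorded 10 min after reagent addition at room temperature. HEK 293 cells, 250 cells/well, had been incubated with pintool-transferred compound for 48 or 72 hr at 37 degree Celsius.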
Numbers without * were called inactive; i = inactive; ? = inconclusive; . = no result given; [ ] = another dose, or the depositor's remark. Unless noted, calls follow the shape of the dose curve; as a rule, active = well fitted curve in the direction sought with a large enough effect; inconclusive = small, poorly fitted or top-dose-only effect, or another doubt; inactive = no such curve, though single readings can be large; an effect the other way counts as inactive or inconclusive. Unless noted, % is scaled to controls: 0 for no effect and ±100 for the full control effect. A portion of the library; rates above refer to the full screens.

Start of the listing, in advance (eleven entries):
mol	GPT2 inhibitor	IP6K1 inhibitor	FLuc inh	SNCA expr inh	SNCA viab count	NIH3T3 tox	HEK cytotox
COc1ccc(NC(=O)Cn2nnc3sc4c(c3c2=O)CCC(C)C4)c(OC)c1 (configuration not stated)	.	2	.	0%	7%	.	.
COc1ccc(-c2cc3c(=O)n(CCNC(=O)c4ccc(N(C)C)cc4)ccn3n2)cc1	i	-9	-6%	59%	-5%	-5%	-13%
CCCn1c(C)cnc1CC1CCCN(C(=O)Cc2cccc(F)c2)C1 (configuration not stated)	i	-1	-12%	-15%	6%	-13%	-26%
CCOC(=O)c1ccccc1NC(=O)CSc1ccc(-c2sc(C)nc2C)nn1	.	-3	.	-12%	?	.	.
O=C(NC1CC(c2cc(N3CCC(O)C3)ncn2)C1)c1ccoc1 (configuration not stated)	i	12	-9%	8%	-3%	-6%	4%
CN1Cc2ccc(C(=O)Nc3ccccc3)cc2OCC1=O	i	0	-24%[230 µM]	66%[activator][87.6 µM]	0%[87.6 µM]	-30%[174 µM]	?
COCCN(C)C[C@H]1C[C@@H](CO)CN(C(=O)Cc2ccc(C)c(C)c2)C1	-4%	13	-1%	-29%	11%	-14%	-8%
CCCCc1nn2c(=O)cc(COC(=O)c3cccc(NC(=O)COc4ccccc4)c3)nc2s1	.	14	.	?	-4%	.	.
CC1CN(C(=O)N2CCC(C(=O)NCCCc3ccccc3)CC2)c2cc(Cl)ccc2O1 (configuration not stated)	.	13	.	-29%	-25%	.	.
Cc1cn(C)c(CC(=O)N2CCN(c3ccccc3F)CC2)c1C(=O)O	.	-17	.	6%	1%	.	.
CC(=O)c1ccc(N2CCN(C(=O)c3cc4cc5cc(C)ccc5nc4s3)CC2)cc1	.	-7	.	16%	8%	.	.

Results, from the start:
mol	GPT2 inhibitor	IP6K1 inhibitor	FLuc inh	SNCA expr inh	SNCA viab count	NIH3T3 tox	HEK cytotox
COc1ccc(NC(=O)Cn2nnc3sc4c(c3c2=O)CCC(C)C4)c(OC)c1 (configuration not stated)	.	2	.	0%	7%	.	.
COc1ccc(-c2cc3c(=O)n(CCNC(=O)c4ccc(N(C)C)cc4)ccn3n2)cc1	i	-9	-6%	59%	-5%	-5%	-13%
CCCn1c(C)cnc1CC1CCCN(C(=O)Cc2cccc(F)c2)C1 (configuration not stated)	i	-1	-12%	-15%	6%	-13%	-26%
CCOC(=O)c1ccccc1NC(=O)CSc1ccc(-c2sc(C)nc2C)nn1	.	-3	.	-12%	?	.	.
O=C(NC1CC(c2cc(N3CCC(O)C3)ncn2)C1)c1ccoc1 (configuration not stated)	i	12	-9%	8%	-3%	-6%	4%
CN1Cc2ccc(C(=O)Nc3ccccc3)cc2OCC1=O	i	0	-24%[230 µM]	66%[activator][87.6 µM]	0%[87.6 µM]	-30%[174 µM]	?
COCCN(C)C[C@H]1C[C@@H](CO)CN(C(=O)Cc2ccc(C)c(C)c2)C1	-4%	13	-1%	-29%	11%	-14%	-8%
CCCCc1nn2c(=O)cc(COC(=O)c3cccc(NC(=O)COc4ccccc4)c3)nc2s1	.	14	.	?	-4%	.	.
CC1CN(C(=O)N2CCC(C(=O)NCCCc3ccccc3)CC2)c2cc(Cl)ccc2O1 (configuration not stated)	.	13	.	-29%	-25%	.	.
Cc1cn(C)c(CC(=O)N2CCN(c3ccccc3F)CC2)c1C(=O)O	.	-17	.	6%	1%	.	.
CC(=O)c1ccc(N2CCN(C(=O)c3cc4cc5cc(C)ccc5nc4s3)CC2)cc1	.	-7	.	16%	8%	.	.
Cc1ccc(NC(=O)N2CCC(CN3CCCC3)CC2)c(C)c1	.	13	.	60%[activator]	-6%	.	.
COC(=O)CNC(=O)N1CCC2(CC1)CC(c1ccccc1)CN(C)C2 (configuration not stated)	0%	2	0%	-3%	-7%	-18%	3%
O=C(c1ccco1)N1CCC2(CC1)CC(N(Cc1ccc(F)cc1)C1CC1)CCO2 (configuration not stated)	0%	-7	-1%	-17%	-1%	?	?
CCNc1cc(N2CCC(CCC(=O)N3CCc4ccccc4C3)CC2)ncn1	i	13	?	?	-8%	?	?
Cc1ccc(C2=NC3(CCN(C(=O)c4cccc(C#N)c4)CC3)ON2)cc1	i	14	?	?	?	-15%	-12%
CCN1C(=O)C2CC3(CCN(Cc4cn[nH]c4-c4ccc(F)cc4)CC3)CN2C1=O (configuration not stated)	1%	-14	8%	-3%	1%	-11%	i
COCCCn1c(C)cc(C(=O)NCC(=O)N2CCCCCNC(=O)CC2c2ccccc2)c1C (configuration not stated)	i	-1	-5%	-9%	-10%	3%	2%
CCOc1ccccc1CN1C[C@@H]2C(=O)N(Cc3ccc4c(c3)OCO4)C(=O)[C@@H]2C1	i	7	3%	-12%	5%	?	?
Cc1cccc(CN2CCNc3cc(-c4ccnc(C)c4)ncc3C2)c1	5%[88.5 µM]	-29*	?	0%[87.6 µM]	?	?	40µM*
CC1CC(=O)N(CC(=O)Nc2ccc(F)cc2F)c2ccccc2S1 (configuration not stated)	.	-16	.	11%	-2%	.	.
CCCNC(=O)N(C1CCOCC1)C1CCN(C(=O)c2ccoc2)CC1	i	-5	-6%	-12%	-3%	3%	20%
O=C1Nc2ccccc2CC12CN([S+](=O)([O-])c1cccc(C(F)(F)F)c1)C2	i	4	.	13%	-6%	-13%	-20%
CCOc1ccc(CCNC(=O)c2cc3sc(CC)cc3n2C)cc1OCC	.	-12	.	-14%	-1%	.	.
O=C(Cc1ccccc1Cl)N1CCC2(CC1)NC(=O)N(c1cccc(F)c1)N2	?	11	12%	-24%	-10%	?	?
O=C(NC1CCCC1)C1CCCN(c2nccc(Nc3ccccc3F)n2)C1 (configuration not stated)	i	8	.	-26%	-11%[12.5 µM]	40µM*	?
COc1ccccc1N1CCN(C(=O)Cn2ccn3nc(-c4ccc(F)cc4)c(CO)c3c2=O)CC1	i	9	0%	4%	2%	-7%	?
COc1ccc(C2Cn3cnc(C(=O)N4CCC(C(=O)Nc5cc(F)cc(F)c5)CC4)c3CO2)cc1 (configuration not stated)	-13%	0	?	12%	-15%	?	?
CCOC(=O)CN1CCCC1c1ccc(C(=O)NCCn2ccnc2)s1 (configuration not stated)	?	13	0%	-31%	3%	-28%	-12%
O=C(CN1C(=O)C2(CCCCC2)C1c1ccccc1)NCCN1CCCC1 (configuration not stated)	-3%	-4	.	30%[activator]	4%	-11%	-29%
CCc1ccc(NC(=O)c2ccc3c(c2)N(CC)C2CCCCN2C3=O)cc1 (configuration not stated)	i	-2	?	?	12%[12.5 µM]	?	25µM*
CC(=O)c1ccc(NC(=O)CSC2=Nc3ccccc3N=C(c3ccc(F)cc3)C2)cc1	.	7	.	7%	1%	.	.
Cc1ncoc1C(=O)NCC1Cn2cccc2C(=O)N1Cc1ccccc1 (configuration not stated)	1%	-3	3%	9%	-5%	i	i
Cc1cccc(NC(=O)/C(C#N)=C/c2ccc(C)o2)c1	.	13	.	34%[activator]	-12%	.	.
CC(C)N1C(=O)C(CC(=O)NCCc2c[nH]c3ccccc23)=C2CCCCC21 (configuration not stated)	i	1	-9%	1%	3%	-27%	-21%
CN(C)c1ccc(CN2CCC3(C2)C(=O)N(c2ccccc2)c2ccccc23)cc1 (configuration not stated)	i	-6	.	-19%	-26%	45µM*	?
COc1ccc(OC)c(S(=O)(=O)N2CCCCC2CCn2cc(C(=O)N(C)C)nn2)c1 (configuration not stated)	2%	11	.	-9%	-12%	-15%	-9%
COc1ccc(-n2nc(C(=O)Nc3ccc(C(C)=O)cc3)nc2-c2ccccc2)cc1	.	-4	.	-9%	-12%	.	.
O=C(Cc1ccc(F)cc1)N1CCC2(CC1)NC(=O)N(Cc1ccccc1)C2=O	i	5	10%	1%	5%	?	-9%
Cc1ccccc1C(=O)N1CCC2(CC1)N=C(c1ccccc1)NO2	i	0	-2%	35%[activator]	9%	-3%	-20%

Arranged by number of heavy atoms (smallest number first): part of the list above
mol	GPT2 inhibitor	IP6K1 inhibitor	FLuc inh	SNCA expr inh	SNCA viab count	NIH3T3 tox	HEK cytotox
CN1Cc2ccc(C(=O)Nc3ccccc3)cc2OCC1=O	i	0	-24%[230 µM]	66%[activator][87.6 µM]	0%[87.6 µM]	-30%[174 µM]	?
COc1ccc(OC)c(S(=O)(=O)N2CCCCC2CCn2cc(C(=O)N(C)C)nn2)c1 (configuration not stated)	2%	11	.	-9%	-12%	-15%	-9%
CC1CN(C(=O)N2CCC(C(=O)NCCCc3ccccc3)CC2)c2cc(Cl)ccc2O1 (configuration not stated)	.	13	.	-29%	-25%	.	.

(cont.)
mol	GPT2 inhibitor	IP6K1 inhibitor	FLuc inh	SNCA expr inh	SNCA viab count	NIH3T3 tox	HEK cytotox
COc1ncc(-c2ccc3ncn(-c4ccc(F)cc4F)c(=O)c3n2)cn1	1%[88.5 µM]	14	-25%[172 µM]	30%[87.6 µM]	-7%[87.6 µM]	?	89µM*
O=[S+]1([O-])NCC2(CCN(Cc3ccc(OC(F)(F)F)cc3)C2)Nc2ccccc21 (configuration not stated)	i	-11	0%	-16%	-1%	?	79µM*
Cc1oc2ccn(C)c(=O)c2c1C(=O)NCc1ccccc1F	i	2	4%	-14%	6%	-17%	4%
Cc1ccc(C)c(C(=O)N2C[C@@H](CO)[C@H](N(C)C)C2)c1	1%	1	-10%	-11%	2%	i	0%
C[N+]1(CC2COC(c3ccccc3)(c3ccccc3)O2)CCCCC1 (configuration not stated)	-19%[27.3 µM]	14	.	4%[17 µM]	-2%[23.9 µM]	.	.
COc1ccc(CCC(=O)N2CCC(c3n[nH]c(=O)n3Cc3ccc(F)cc3)CC2)cc1	i	-2	-4%	-7%	-11%	?	-3%
COc1ccc(-c2cc(N3CCN(C(=O)Cc4cccc(OC)c4)CC3)n[nH]2)cc1	i	-10	2%	6%	-3%	?	?
Cc1cccc(-c2nc(Cn3c(=O)cc(-c4ccccc4)c4c(C)nn(C)c43)c(C)o2)c1	.	7	.	-3%	-4%	.	.
COc1ccc(-c2cc(C(F)(F)F)nc(SCCC(=O)Nc3ccc(OC)c(OC)c3)n2)cc1	.	-2	.	-6%	-6%	.	.
Cc1ncccc1OC1(C(=O)O)CCN(C(=O)C2CC=CCC2)CC1 (configuration not stated)	-5%	-5	4%	?	1%	4%	i
Cc1cc(Nc2ccc(F)cc2)nc(-n2nc(C)cc2C)n1	.	2	.	?	-18%	.	.
